# SENP8 inh – blocks human SENP8 cleavage of Nedd8 substrate. 360,000 tested, 0.64% active. recombinant SENP8, Nedd8 substrate fluorescence. Q96LD8. AID 602440. inhibition, % at 20 µM; in the data active means inhibition mostly above about 40%, no sharp cut-off; inactive means mostly below about 27%
# Target sequence (Q96LD8 whole entry, looked up): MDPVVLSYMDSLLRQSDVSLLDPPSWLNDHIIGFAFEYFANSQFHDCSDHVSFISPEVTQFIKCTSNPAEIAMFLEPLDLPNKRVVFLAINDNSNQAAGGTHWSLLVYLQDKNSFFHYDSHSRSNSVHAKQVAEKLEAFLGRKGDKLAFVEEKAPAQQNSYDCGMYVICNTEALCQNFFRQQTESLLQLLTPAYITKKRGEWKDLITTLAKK
# SENP1 FRET inh – SENP1 (human) catalytic domain inhibition; recombinant SENP1 catalytic domain, CyPet-SUMO1-YPet FRET cleavage; inhibition, % at 10 µM; 360,000 tested, 0.21% active;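 active means inhibition at least 30% at 10 µM, raw YFP signal under a set limit, fluorescence ratio 0.5 to 1.5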;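 further: 0% = enzyme with DMSO and 100% = no enzyme wells; some results filed as inactive read as strong as hits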
# Target sequence (Q9P0U3 419-644 limits assumed): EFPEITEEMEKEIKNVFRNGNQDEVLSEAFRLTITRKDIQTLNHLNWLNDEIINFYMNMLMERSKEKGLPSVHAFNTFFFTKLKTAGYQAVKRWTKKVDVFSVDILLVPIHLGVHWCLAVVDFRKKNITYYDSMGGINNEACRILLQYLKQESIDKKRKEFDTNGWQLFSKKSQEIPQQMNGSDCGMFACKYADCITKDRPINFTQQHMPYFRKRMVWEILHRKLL
#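 System: Recombinant human SENP1 catalytic domain, His6-tagged | Incubation: Enzyme reaction for 50 min at room temperature, dark | Medium: Tris pH 8 with BME, BSA, NP40 and catalase | Also added: 25 nM SUMO1 FRET substrate | Compound: 10 µM single point, 0.5% DMSO | Measured by: FRET fluorescence in CFP and YFP emission channels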
# Starred values were filed as active, the others as inactive; i = inactive. These rows are one share of the data; rates above refer to the full screens.
mol	SENP8 inh	SENP1 FRET inh
CN(C=O)c1cc([N+](=O)[O-])ccc1OCc1ccccc1	12	1
N#Cc1ccc(C(=O)N2CCC3CC2c2cc(-c4ccc(F)cc4)ccc23)cc1 (configuration not stated)	10	1
CN(C(=O)c1ccc(NC(=O)Cc2cccc(NC(=O)C3CCN(C(=O)C4CCC4)CC3)c2)cc1)C1CC1	5	2
Cc1ccc(Cc2c(-c3ccccc3)nc3c(Cl)cc(C(F)(F)F)cn23)cc1	-234	3
CC(=O)Nc1cc(-c2ccc(C(=O)N3CCOCC3)cc2)cn2c(-c3ccc(F)c(Cl)c3)cnc12	-434	-6
CNc1cncc(-c2ccc(F)cc2F)n1	i	-7
CN1CCN(c2ccc3c(c2)C2CC3CCN2C(=O)OCc2ccccc2)CC1 (configuration not stated)	7	2
Cc1ccc(S(=O)(=O)CCOC(=O)CNC(=O)OCc2ccccc2)cc1	21	1
C[C@@H]1CN([C@@H](C)CO)S(=O)(=O)c2ccc(Br)cc2O[C@H]1CN(C)C(=O)c1ccc2c(c1)OCO2	4	2
O=C1NC[C@@H](CCCCN2C[C@H](Cc3ccc(O)cc3)N(CC3CCCCC3)C(=O)C2=O)N(CC2CCCCC2)C1=O	8	3
CNC(=O)C[C@@H]1C(=O)N(Cc2ccccc2)CC1(C)C	13	2
O=[N+]([O-])c1ccc(N/N=C/c2ccc[nH]2)cc1	20	-30
CCc1nc2ccc(C(=O)NCCCn3ccnc3)cn2c1N(C)CCCc1ccccc1	7	-1
CN(CCc1ccccc1)C(=O)c1ccc(NC(=O)Cc2ccc(NC(=O)C3CCN(S(=O)(=O)c4cccc([N+](=O)[O-])c4)CC3)cc2)cc1	11	2
COc1cc(/C=N/NC(=O)c2cccnc2)ccc1OS(=O)(=O)c1cc(C)ccc1C	7	1
CCCNC(=O)C1(C)CCCN(Cc2ccccc2Cl)C1 (configuration not stated)	7	2
COc1ccc(S(=O)(=O)N2C[C@H]3CON(C)[C@H]3C[C@H]2c2ccc(-c3cc4ccccc4o3)cc2)cc1	-132	0
O=C(Nc1cccc2ccccc12)c1csc([C@@H]2C[C@H](O)[C@@H](CO)O2)n1	7	-1
O=C(Nc1ccc2c(c1)OCO2)C1Cc2c(-c3ccncc3)ccnc2O1 (configuration not stated)	17	0
O=C(CC[C@H]1O[C@@H](n2ccc(=O)[nH]c2=O)[C@H](O)[C@@H]1O)NCC(c1ccccc1)c1ccccc1	17	0
COc1ccc(C(CNC(=O)c2cccc(S(=O)(=O)Nc3ccc(F)cc3)c2)N2CCCC2)cc1 (configuration not stated)	4	-3
C=CCNC(=O)c1cc(-c2ccccc2)sc1N	-94	21
Cc1ccc(OC(=O)c2ccccc2)cc1C	7	1
O=C(c1ccc(CS(=O)Cc2ccc(Cl)cc2)o1)N1CCN(C2CCCCC2)CC1 (configuration not stated)	11	0
O=C(NNC(=S)Nc1cccc(C(F)(F)F)c1)c1ccncc1	-6	0
COc1cc(C(=O)NC2CCN(C)CC2)ccc1Nc1ncc2c(n1)N(Cc1ccccc1)CCC(=O)N2C	-468	-19
CCCC(=O)N1CCN(c2ccc(NC(=O)c3ccc([N+](=O)[O-])o3)cc2Cl)CC1	-416	2
NC(=O)c1cccc(-c2ccnc3c2CC(C(=O)Nc2ccccc2)O3)c1 (configuration not stated)	14	0
COc1ccc(-c2cc3ccccc3c(=O)o2)cc1	-440	-17
O=c1[nH]c(=S)[nH]c2c1C(c1ccc(Cl)cc1)OC(CCc1ccccc1)C2 (configuration not stated)	7	-1
CC(C)=NNc1cnnc2ccc([N+](=O)[O-])cc12	26	-3
C[C@H]1Cn2cnc(C(=O)Nc3cccc(Cl)c3)c2C(=O)N1	11	4
COc1ccc(Cc2c(-c3cccc(Br)c3)nc3c(C)cc(Br)cn23)c(C)c1	-71	-1
CSc1ccc(NC(=O)C2(C)CCN2C(=O)C2(c3ccccc3)CC2)cc1 (configuration not stated)	12	-3
FC(F)(F)c1cc(Cl)c2nc(-c3ccco3)c(Cc3ccccc3C(F)(F)F)n2c1	-393	-10
COc1cccc2c1O/C(=N\O)C(C(=O)Nc1cccc(Br)c1)C2 (configuration not stated)	20	1
CC(C)N1CCN(Cc2cnc(N3CCCC3)s2)CC1CCO (configuration not stated)	19	1
NC(=O)COc1ccc(S(=O)(=O)N2CCCC2)cc1	24	0
CC(=O)N1Cc2cc(C(=O)NCc3cccc(F)c3)nc(-c3cccc(C4=CCCC4)c3)c2[C@H]1CCO	11	2
Cc1cccc(C)c1-n1nnnc1C(c1ccnc2ccccc12)N1CCN(c2ccccc2F)CC1 (configuration not stated)	17	0
N#CCN(C(=O)CSc1nnc(C2CC2)n1C1CC1)c1ccccc1	15	-3
COc1cccc(S(=O)(=O)N(C)C[C@@H]2OCc3cnnn3CCCC(=O)N([C@H](C)CO)C[C@@H]2C)c1	-6	1
c1ccc(-c2ccc(CNC3CC3)cc2)cc1	16	0
COc1cccc2c1C(=O)c1c(O)c3c(c(O)c1C2=O)CC(O)(C(=O)CO)CC3OC1CC(N(C)C)C(O)C(C)O1 (configuration not stated)	30	97
CC(C)CNC(=O)C1(C)CCCN1C(=O)c1ccncc1 (configuration not stated)	22	0

# Exported with each value named: part of the list above.
> COc1cccc(S(=O)(=O)N(C)C[C@@H]2OCc3cnnn3CCCC(=O)N([C@H](C)CO)C[C@@H]2C)c1
  SENP8 inh: -6	SENP1 FRET inh: 1
> c1ccc(-c2ccc(CNC3CC3)cc2)cc1
  SENP8 inh: 16	SENP1 FRET inh: 0
> COc1cccc2c1O/C(=N\O)C(C(=O)Nc1cccc(Br)c1)C2 (configuration not stated)
  SENP8 inh: 20	SENP1 FRET inh: 1

# Following part:
mol	SENP8 inh	SENP1 FRET inh
CCCNC(=O)C1(C)CCCN(Cc2cccs2)C1 (configuration not stated)	6	-3
CC(C(=O)N1CCCC1)N(c1ccc(Cl)cc1)S(C)(=O)=O (configuration not stated)	9	1
O=C(CCC(=O)N1CCN(S(=O)(=O)c2ccc(Cl)cc2)CC1)NCc1cccc(C(F)(F)F)c1	-6	2
COc1ccc(CN2C(=O)c3ccccc3C2c2nnnn2C(C)C)cc1 (configuration not stated)	11	2
CN1CCN(c2ncnc3c2ncn3[C@H]2CN(Cc3cccs3)C[C@@H](CO)O2)CC1	7	-5
CN(Cc1ccccc1)C(c1cc2ccccc2o1)c1nnnn1C(C)(C)C (configuration not stated)	17	2
CON=C(C(=O)NC1C(=O)N2C(C(=O)O)=C(CSc3nc(=O)c(=O)[nH]n3C)CSC12)c1csc(N)n1 (configuration not stated)	-7	-5
COC(=O)[C@@]1(Cc2ccc(F)cc2)[C@H]2c3cc(C(=O)N(C)C)n(Cc4ccc(C)c(F)c4F)c3C[C@H]2CN1C(=O)c1ccccc1	8	-3
CC1(C(=O)Nc2cccc(Oc3ccccc3)c2)Cc2c(-c3ccccc3)ccnc2O1 (configuration not stated)	16	0
COc1ccc(CCNC(=O)CSc2nc3ccsc3c(=O)n2Cc2ccccn2)cc1OC	12	-9
Cc1nc2n[nH]c(N)c2nc1C	4	3
Cc1ccc(S(=O)(=O)NCCC(=O)NCCc2ccccc2)cc1	13	1
CN(C(=O)C=Cc1ccco1)c1ccccc1	12	1
CCNC(=O)C1CCCN(C(=O)C(c2ccccc2)c2ccccc2)CC1 (configuration not stated)	9	1
C[C@H](CO)N1C[C@H](C)[C@H](CN(C)Cc2ccncc2)Oc2cc(-c3ccccc3F)ccc2S1(=O)=O	3	-1
O=C1CC(c2ccccc2)(c2ccccc2)c2ccccc21	7	4
C[C@@H]1CCCCO[C@@H](CN(C)S(C)(=O)=O)[C@@H](C)CN([C@H](C)CO)C(=O)c2cc(N(C)C)ccc2O1	-45	3
COc1cccc(CN(C)C[C@H]2OCc3cnnn3CCCC(=O)N([C@H](C)CO)C[C@@H]2C)c1	8	-1
O=C1CN(CCN2CC(=O)N(Cc3ccccc3)C(=O)C2)CC(=O)N1Cc1ccccc1	19	2
CC(=O)Nc1cc(F)c2c(c1F)Cc1cc(F)ccc1-2	9	3
Cc1c2c(cc3c1[nH]c1ccccc13)C=NCC2	-232	-17
CN(C(=O)COC(=O)c1cccs1)c1ccccc1	16	0
Cc1noc(C)c1NC(=O)N(C)C[C@H]1OCc2cnnn2CCCC(=O)N([C@H](C)CO)C[C@@H]1C	6	1
COc1cccc(Cn2c3ccc(NC(=O)CCc4ccc(F)cc4)cc3c(=O)n2C)c1	i	4
CCCc1nnc(NC(=O)C(=O)NCCN(C)C)s1	9	-2
COc1ccccc1-c1cncc(NC(C)=O)n1	-357	0
CC(C)CCCCCCCCCCCCC(=O)NCC(=O)NC1C(O)C(O)C(Nc2ncnc3nc[nH]c23)OC1C(O)CO (configuration not stated)	10	-1
CC1=C(C(=O)N2CCCCCC2)CC(CC(=O)NCCCN(C)C)C(=O)N1CCCN1CCCC1=O (configuration not stated)	16	-2
O=C(CSc1nc2ccccc2c(=O)n1-c1ccc(F)cc1F)NC1CCS(=O)(=O)C1 (configuration not stated)	13	2
O=C(NCCNC(=O)c1cccnc1)c1cccnc1	17	-1

# Gathered by group: those above with bromine
mol	SENP8 inh	SENP1 FRET inh
C[C@@H]1CN([C@@H](C)CO)S(=O)(=O)c2ccc(Br)cc2O[C@H]1CN(C)C(=O)c1ccc2c(c1)OCO2	4	2
COc1ccc(Cc2c(-c3cccc(Br)c3)nc3c(C)cc(Br)cn23)c(C)c1	-71	-1
COc1cccc2c1O/C(=N\O)C(C(=O)Nc1cccc(Br)c1)C2 (configuration not stated)	20	1

# Later entries
mol	SENP8 inh	SENP1 FRET inh
OC[C@@H]1CN(Cc2ccco2)C[C@H](n2cnc3c(NC4CCCC4)ncnc32)O1	-1	2
CN(C)c1ccc(N=C/C=C2/N(C)c3ccccc3C2(C)C)cc1	30	11
CCOC(=O)[C@]12CCCC=C1N(Cc1ccc3c(c1)OCO3)C(=O)[C@H](CC(=O)NCCCOC)C2	8	1
CCOC(=O)c1cc2c(OC)c(OC)ccc2c2[nH]cc(C#N)c(=O)c12	-443	-57
Cc1ccc(S(=O)(=O)N2CCN(C(=O)COC(=O)COc3ccccc3C(C)C)CC2)c(C)c1	10	2
COc1ccc(NC(=O)C2(C)CCN2Cc2cccc(OC)c2OC)cc1OC (configuration not stated)	19	2
COc1ccc(C(C)(NC(C)=O)c2nc(/C=C/c3ccccc3)cs2)cc1 (configuration not stated)	2	-1
COc1ccc(CN2C(=O)C(CC(=O)NCCCN(C)C)CC(C(=O)N(C)C)=C2C)cc1 (configuration not stated)	-2	1
CN1C[C@H]2CON(C)[C@H]2C[C@H]1c1cccc(-c2ccccc2)c1	-4	2
CCOC(=O)CCCCCC(=O)Nc1ccc2c(c1)C(=O)N([C@@H](C)CO)C[C@H](C)[C@H](CN(C)C(=O)Nc1ccc(C(F)(F)F)cc1)OCCCC[C@H](C)O2	5	1
OCCCNc1ncnc2c1ncn2[C@H]1CN(C2CCCC2)C[C@@H](CO)O1	7	0
CC(C)(C)CC(C)(C)N=C1Nc2ccccc2NC12C[C@H]1CCC(=O)N3CC[C@@H](C2)[C@@H]13 (some centres not stated)	16	6
CN(Cc1ccccc1)C(=O)c1cccc(NC(=O)Cc2cccc(NC(=O)C3CCN(C(=O)c4ccccc4)CC3)c2)c1	-1	0
Cc1nc2cc(C)c(C)cc2o1	10	0
COc1cccc(C=Nc2cc(C(C)C)c(O)cc2C)c1O	70*	9
NC(=O)c1ccc(NC(=O)COC(=O)CCC2CCCC2)cc1	2	4
CC(C)c1ccc(Nc2nnc(SCC(=O)c3nnc(-c4ccccc4)o3)s2)cc1	-64	4
CC(=O)Nc1ccc(C(=O)NNC(=O)c2csc(N3CCOCC3)n2)cc1	15	0
CCCCCn1nnnc1-c1nc2cc(C)c(C)cc2[nH]c1=O	-389	-25
COc1ccc2ccc(OC)c(/C=N/NC(=O)c3cc4ccccc4o3)c2c1	-484	-31
C[C@H]1CN([C@@H](C)CO)C(=O)CCCn2nncc2CO[C@H]1CN(C)C(=O)C1CC1	0	1
COc1ccc(NC(=O)c2cc(C3CCCCN3C(=O)c3ccc(NC(C)=O)cc3)on2)c(C)c1 (configuration not stated)	16	0
O=C(C(=O)N1CCN(c2ccccc2)CC1)c1cccc(Br)c1	14	3

# Screening results from PubChem.
